Source: PubChem BioAssay (The Scripps Research Institute Molecular Screening Center)
V1R ag counter = counter-screen for oxytocin receptor agonists: human V1a receptor agonists; P37288; CHO-V1R cells, Fluo-8 calcium fluorescence, agonist mode; 0% DMSO, 100% 3 nM vasopressin; activation, % at 3 µM; 320,000 tested, 0.25% active; AID 2797;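 active means activation above the mean activation of all tested compounds plus 3 SD, per screening run, cut at about 20% in these data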;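 further: signal is peak over basal fluorescence ratio across a 100 second FLIPR read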
CHO parental Ca = counter-screen: ATP calcium response change in parental CHO cells; parental CHO-K1, ATP-induced calcium, Fluo-8 fluorescence; AID 463079; 330,000 tested, 0.63% active; inhibition, % at 5.6 µM;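 active means inhibition above that plate's mean sample inhibition plus 3 SD, cut at about 26% in these data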;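 further: 0% = ATP-challenged DMSO wells and 100% = DMSO wells without ATP; some compounds past the cut are filed as inactive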
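Test system: untransfected parental CHO cell line; also added: ATP stimulus; dosing: 5.6 µM, single dose; signal: calcium-sensitive Fluo-8 fluorescence; measure: percent inhibition of ATP-evoked calcium rise, normalized to controls; benchmarks: low control ATP plus DMSO, high control DMSO only; replication: one well per compound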
OXTR potentiate = human OXTR potentiation | activation, % at 3 µM | CHO-OTR cells, Fluo-8 calcium fluorescence, potentiator mode; 0% = oxytocin EC15, 100% = EC100 | 320,000 tested, 0.061% active | AID 2445;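 active means activation above that plate's cutoff, the mean activation of tested compounds plus 3 SD, cut at about 6.6% in these data, passing the limit was not always enough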;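 further: 100% uses oxytocin at 75 nM as the full agonist control; some results filed as inactive read as strong as hits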
Target sequence (P30559 whole entry, looked up): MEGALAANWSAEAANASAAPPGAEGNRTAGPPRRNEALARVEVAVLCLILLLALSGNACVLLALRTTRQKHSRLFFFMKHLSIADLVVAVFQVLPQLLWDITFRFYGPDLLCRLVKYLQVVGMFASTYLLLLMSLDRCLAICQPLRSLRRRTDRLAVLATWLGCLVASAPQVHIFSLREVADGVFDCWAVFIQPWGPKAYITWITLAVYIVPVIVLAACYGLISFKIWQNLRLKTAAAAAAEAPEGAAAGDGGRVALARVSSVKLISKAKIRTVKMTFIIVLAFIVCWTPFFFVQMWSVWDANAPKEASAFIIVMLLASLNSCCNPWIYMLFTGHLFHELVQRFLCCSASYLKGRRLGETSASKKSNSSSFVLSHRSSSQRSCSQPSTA
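Assay system: CHO cell line stably expressing human OTR. Reagent: EC15 oxytocin agonist. Dosing: single dose, 3.0 µM nominal final compound concentration. Timing: compound 6 min at room temperature before oxytocin, 100 s read. Signal: kinetic Fluo-8 calcium fluorescence. Controls: oxytocin EC15 low and EC100 high.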
TAAR1 agonist = human TAAR1 agonism | Q96RJ0 | CHO RD-HGA16 TAAR1, Fluo-8 calcium fluorescence; vehicle wells 0%, saturating PEA agonist 100% | 360,000 tested, 0.99% active | AID 624467 | activation, % at 3 µM;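 active means activation above the mean activation of all test compounds in the run plus 3 SD, cut at about 38% in these data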
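System: CHO-derived RD-HGA16 cells with stable Gα16 and human TAAR1. Times: 17-24 h plating, Fluo-8 75 min 37 °C, 30 min RT. Measured by: calcium-sensitive Fluo-8 signal, excitation 470-495, emission 515-575 nm. Read-out basis: % activation relative to PEA EC100 response. Control set: DMSO and PEA EC100. Repeats: no replicates (n 1).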
TAAR1 antagonist = human TAAR1 antagonism. Q96RJ0. inhibition, % at 3 µM. CHO RD-HGA16 TAAR1, Fluo-8 calcium fluorescence, antagonist. 360,000 tested, 1.5% active. AID 624466;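 active means inhibition above a per-plate cutoff, the mean inhibition of test compounds on that plate plus 3 SD, cut at about 49% in these data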;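 further: 0% = DMSO plus EC80 beta-PEA response and 100% = DMSO alone without agonist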
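Test system: CHO RD-HGA16 cells bearing hTAAR1 | Reagent: β-PEA, EC80 | Compound dosing: 3 µM, single point | Schedule: Dye loading 75 min at 37 °C, then 30 min room temperature | Signal: Calcium fluorescence with Fluo-8 | Evaluation: Percent inhibition of PEA-evoked calcium signal, max/basal emission ratio | Control set: DMSO-only wells and EC80 β-PEA-stimulated wells | Repeats: Singlicate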
CHRM1 agonist = activates human CHRM1 receptor; 360,000 tested, 0.33% active; P11229; activation, % at 3 µM; AID 588814; CHO-K1 hM1, Fluo-8 calcium fluorescence, agonist mode; 0% DMSO, 100% acetylcholine EC100;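 active means activation above the run's mean compound activation plus 3 SD, cut at about 16% in these data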;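 further: peak over basal fluorescence ratio within a 140 s kinetic read after compound addition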
Target sequence (P11229 whole entry, looked up): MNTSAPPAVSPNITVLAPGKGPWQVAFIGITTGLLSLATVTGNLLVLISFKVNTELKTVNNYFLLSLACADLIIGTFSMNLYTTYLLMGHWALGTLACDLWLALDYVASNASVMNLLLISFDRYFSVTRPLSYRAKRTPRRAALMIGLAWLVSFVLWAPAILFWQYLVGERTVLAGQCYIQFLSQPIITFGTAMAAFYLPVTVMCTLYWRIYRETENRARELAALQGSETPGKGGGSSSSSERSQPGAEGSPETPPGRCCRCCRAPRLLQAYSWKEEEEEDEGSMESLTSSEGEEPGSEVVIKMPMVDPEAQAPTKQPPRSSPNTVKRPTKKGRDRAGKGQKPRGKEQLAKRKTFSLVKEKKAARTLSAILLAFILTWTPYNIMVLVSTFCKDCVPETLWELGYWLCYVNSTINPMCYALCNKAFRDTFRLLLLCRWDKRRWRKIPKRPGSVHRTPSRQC
OXTR ag = activates the human oxytocin receptor. P30559. CHO-OTR cells, Fluo-8 calcium fluorescence; normalized: DMSO 0%, oxytocin 100%. activation, % at 3 µM. 320,000 tested, 0.32% active. AID 2435;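 active means activation above the mean of all tested compounds plus 3 SD, cutoff set per screening run, cut at about 20% in these data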;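 further: peak over basal fluorescence ratio from a 100 s FLIPR kinetic read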
CHRM1 PAM = human CHRM1 positive allosteric modulation; P11229; CHO-K1 hM1, Fluo-8 calcium fluorescence, ACh EC20; 0% = ACh EC20, 100% = maximal ACh; activation, % at 3 µM; 360,000 tested, 0.088% active; in the data active means activation above about 19%, passing the limit was not always enough
CHRM1 antagonist = blocks human M1 muscarinic receptor | CHO-K1 hM1, Fluo-8 calcium fluorescence, ACh EC80 antagonist | inhibition, % at 3 µM | 360,000 tested, 1.3% active;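 active means percent inhibition above its own plate's cutoff, namely the mean of that plate's compound wells plus 3 SD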;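 further: peak over basal fluorescence ratio during 140 s after agonist addition; 0% = ACh EC80 plus DMSO and 100% = DMSO alone without agonist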
Numbers without * were called inactive; x = no result given.

SMILES | V1R ag counter | CHO parental Ca | OXTR potentiate | TAAR1 agonist | TAAR1 antagonist | CHRM1 agonist | OXTR ag | CHRM1 PAM | CHRM1 antagonist
COc1cc(C2C3=C(COC3=O)Oc3cc4c(cc32)OCO4)ccc1OC(C)=O (configuration not stated) | x | x | x | 0 | -14 | -5 | x | 1 | -4
CCn1cc(S(=O)(=O)Nc2cc(C(=O)OC)ccc2C)cn1 | -0.2 | -11 | 1 | 1 | -15 | -3 | -0.1 | 5 | 0
O=c1c2ccc(Cl)cc2nc(-c2cccc(C(F)(F)F)c2)n1O | 4.8 | 4 | -13 | 52* | 2 | 7 | 9.7 | -2 | -1
S=C(NCCc1ccccc1)NCc1cccc(Cl)c1 | 4.6 | -11 | -10 | x | x | -3 | 0.4 | -4 | 7
O=C(N/N=C/c1cccc(OCc2ccccc2)c1)c1cccs1 | -0.2 | -8 | -4 | 7 | 36 | -2 | -1.3 | 6 | 3
CCCCCCCCC(=O)NNC(=O)c1c(O)c2ccccc2n(CC)c1=O | 0.0 | -12 | -6 | 2 | 5 | -7 | 1.3 | 7 | -1
Cc1ccc(S(=O)(=O)NC(=O)C2(C)CCN2C(=O)CC2CCCC2)cc1 (configuration not stated) | x | x | x | 0 | -15 | -2 | x | 14 | -21
CCN(CC)CCCNC(=O)c1nn(-c2ccccc2OC)c(=O)c2ccccc12 | 0.7 | -9 | -1 | 0 | -9 | -5 | 0.0 | 3 | -5
COC(=O)NC(NC(=S)Nc1ccccc1OC)C(Cl)(Cl)Cl (configuration not stated) | 2.9 | -2 | -13 | 1 | 10 | -7 | 1.1 | 9 | -2
O=C(NCCc1ccccc1)c1ccccc1NC(=O)C1CC=CCC1C(=O)O (configuration not stated) | -0.7 | -6 | -2 | 3 | 5 | -6 | 0.6 | 12 | 1
COC(=O)c1ccccc1NC(=O)CN1CCC(NC(=O)c2ccc(C)cc2)CC1 | -1.0 | -5 | -5 | -1 | 3 | 2 | 0.1 | 8 | -11
COc1ccc(Br)c(C(=O)Nc2cccc(S(=O)(=O)N3CCOCC3)c2)c1 | 3.0 | -3 | -4 | 2 | 8 | -3 | 2.9 | 2 | -1
O=C(N/C(=C\c1ccccc1)C(=O)N1CCOCC1)c1cccc(Br)c1 | 5.5 | -14 | -2 | 2 | 8 | -2 | -0.4 | 10 | -9
Cc1ccc2nc(NC(=O)C3CCCN(S(=O)(=O)c4cnc[nH]4)C3)sc2c1 (configuration not stated) | 0.6 | -10 | 9 | 0 | -3 | -1 | 0.6 | 7 | -6
Cc1ccc(C)c(NC(NC(=O)c2cccnc2)C(Cl)(Cl)Cl)c1 (configuration not stated) | -0.5 | -3 | -1 | 11 | -6 | -3 | -0.8 | 7 | -3
COc1ccc(NS(=O)(=O)c2cc(S(C)(=O)=O)ccc2C)cc1 | 0.5 | -4 | -4 | 6 | 2 | -6 | -0.6 | -1 | -3
Cc1ccnc(NC(=O)c2ccc3c(c2)NC(=O)C(C)S3)c1 (configuration not stated) | 2.4 | -10 | -6 | 6 | -14 | -1 | -0.6 | -5 | 2
CCN1C(=O)/C(=C/C=C2/SCCN2C)SC1=S | 13 | -7 | -9 | 39* | 7 | 8 | 12 | 6 | -4
CC(=O)Nc1ccc(S(=O)(=O)n2nc(C)cc2C)cc1 | 0.9 | 1 | -9 | 7 | 1 | -2 | 0.8 | 6 | -30
Nc1ccc2c(S(=O)(=O)O)cccc2c1S(=O)(=O)O | x | x | x | 1 | -6 | -1 | x | 2 | 0
O=C(NCc1ccco1)c1cc(-c2ccc3c(c2)OCO3)on1 | 0.6 | -6 | -1 | 8 | 22 | -1 | -0.2 | 6 | -11
Cc1ccc(NC(=O)Cn2cnc3cc([N+](=O)[O-])ccc3c2=O)c(Cl)c1 | -0.3 | -11 | -7 | 7 | -21 | -3 | -1.9 | 6 | -12
COc1ccc(OC)c(CN2CCC(C(=O)N3CCN(c4ccccc4F)CC3)CC2)c1 | 0.6 | -8 | -9 | 1 | -12 | -13 | -0.3 | 9 | -8
COc1ccc2cc(Br)ccc2c1CC(=O)N(C)C | -1.2 | -11 | -6 | 0 | -2 | -5 | -2.4 | 5 | -2
COCCN(C(=O)c1ccc(NC2CC2)c([N+](=O)[O-])c1)c1c(N)n(CC(C)C)c(=O)[nH]c1=O | 0.8 | -16 | -7 | 5 | -4 | -3 | 1.0 | 5 | -10
Clc1ccc(CSc2nnc(-c3cccnc3)o2)cc1 | -1.0 | 7 | -9 | -1 | 9 | 0 | -1.5 | 11 | -8
Cc1n(Cc2ccccc2)c2cc([N+](=O)[O-])ccc2[n+]1Cc1ccccc1 | 1.0 | -4 | -1 | -1 | 1 | -10 | -1.1 | -10 | 10
C=Cn1cc[n+](CC(=O)c2cc(C(C)(C)C)c(O)c(C(C)(C)C)c2)c1 | 1.3 | -11 | -4 | 6 | -31 | -11 | -0.4 | 0 | -15
COc1cc(C(=S)N2CCOCC2)cc(OC)c1OC(=O)c1cccc(C)c1 | 0.1 | -16 | -14 | -1 | -5 | -2 | -2.1 | 7 | -19
COCCSc1ccccc1C(=O)N1CCN(c2ccccc2OC)CC1 | 0.2 | -14 | -9 | 13 | -20 | -2 | -0.3 | 4 | -3
Cc1cc(O)c(C(=O)/C=C/c2c(F)c(F)c(F)c(F)c2F)c(=O)o1 | 1.0 | -11 | -12 | 1 | -1 | -3 | 0.0 | 7 | -10
O=C(c1ccc(Cl)c(S(=O)(=O)N2CCOCC2)c1)N1CCCCC1 | 1.0 | 5 | -8 | 1 | -15 | -5 | -0.2 | -1 | -4
C/C(=N\NC(=O)COc1ccc(C)cc1[N+](=O)[O-])c1ccc2c(c1)OCCO2 | 2.1 | -4 | -8 | 2 | -11 | -1 | 0.8 | 15 | -20
Cc1sc2nc(-c3ccco3)oc(=O)c2c1C | -1.0 | -13 | -7 | -1 | -9 | 0 | 2.0 | 3 | -36
CCSc1ccc([C@@H]2[C@@H]3C(=O)N(C)C(=O)[C@@H]3[C@]3(C(=O)OC)CCCCN23)cc1 | -1.5 | -10 | -15 | 8 | -4 | -6 | -1.5 | -1 | 10
COc1ccccc1C(=O)COC(=O)C1CCN(S(=O)(=O)c2ccccc2)CC1 | x | x | x | 0 | -2 | -4 | x | -7 | 10
CN(CCc1ccccn1)C(=S)Nc1cccc(S(=O)(=O)N(C)C)c1 | 0.8 | -8 | -4 | 32 | -5 | -2 | 0.7 | 9 | -4
Cc1ccccc1-c1ncc(CN2CCN(C3CCCCC3)C(CCO)C2)cn1 (configuration not stated) | 1.2 | -17 | 4 | 0 | -28 | -7 | 0.3 | 1 | -12
O=C(CSc1nnnn1-c1ccccc1)NCC1(N2CCOCC2)CCCCC1 | 0.3 | -17 | 1 | 3 | 16 | -7 | -2.1 | -5 | 3
CCOc1ccc(N=C2NC(=O)C(CC(=O)O)S2)cc1 (configuration not stated) | -0.3 | -3 | 4 | 3 | 3 | -2 | 0.6 | 2 | -1

Retrieved one by one from the entries so far:
SMILES | V1R ag counter | CHO parental Ca | OXTR potentiate | TAAR1 agonist | TAAR1 antagonist | CHRM1 agonist | OXTR ag | CHRM1 PAM | CHRM1 antagonist
Cc1ccc(S(=O)(=O)NC(=O)C2(C)CCN2C(=O)CC2CCCC2)cc1 (configuration not stated) | x | x | x | 0 | -15 | -2 | x | 14 | -21
Cc1ccc2nc(NC(=O)C3CCCN(S(=O)(=O)c4cnc[nH]4)C3)sc2c1 (configuration not stated) | 0.6 | -10 | 9 | 0 | -3 | -1 | 0.6 | 7 | -6
CCN1C(=O)/C(=C/C=C2/SCCN2C)SC1=S | 13 | -7 | -9 | 39* | 7 | 8 | 12 | 6 | -4

Additional compounds follow:
SMILES | V1R ag counter | CHO parental Ca | OXTR potentiate | TAAR1 agonist | TAAR1 antagonist | CHRM1 agonist | OXTR ag | CHRM1 PAM | CHRM1 antagonist
Cc1ccc(Nc2nc(-c3ccc(F)cc3)cs2)nc1 | x | x | x | -2 | -21 | -5 | x | -7 | 5
O=C(Nc1ccc2ccccc2c1)c1ccc(Cl)cc1Cl | 0.3 | 5 | -13 | -1 | 9 | -6 | -1.7 | -9 | 8
Cc1ccc2nc(NC(=O)CN3C(=O)C4CC=CCC4C3=O)sc2c1 (configuration not stated) | 1.7 | -2 | -4 | 6 | -10 | -4 | 3.7 | 19 | -19
CCn1c(-c2ccccc2)c(C(=O)O)c2ccccc21 | -0.1 | -11 | -1 | 6 | 11 | -4 | -2.4 | 1 | -8
Nc1cc(OC(=O)c2cccs2)nn1S(=O)(=O)c1ccc(F)cc1 | -0.6 | -13 | -5 | 41* | -2 | -2 | 0.7 | 4 | -20
CCOC(=O)N1CCN(C(=O)C2CCN(CC3CCCCC3)CC2)CC1 | 1.5 | -12 | 1 | 0 | -15 | -7 | 0.2 | -4 | 11
S=C(NCCCc1ccccc1)Nc1ccc(Br)cc1 | x | x | x | 2 | 20 | 2 | x | -13 | 27
Cc1ccc(C23CC4CC(CC(C(=O)N(C)C)(C4)C2)C3)cc1 | -0.7 | -13 | 5 | -1 | -15 | -4 | -2.5 | -9 | 8
Cc1[nH]c(SCC(=O)c2c(N)n(C)c(=O)n(C)c2=O)nc1Cc1ccccc1 | 1.2 | -21 | -1 | 1 | -6 | -9 | 1.3 | 0 | 1
O=C(C1CCC(=O)N(C2CC2)C1)N1CCN(c2ccccc2Cl)CC1 (configuration not stated) | 1.6 | -19 | -3 | 0 | -8 | -1 | 0.2 | 5 | -11
NNC(=O)C1=NOC(CNc2ncc(C(F)(F)F)cc2Cl)C1 (configuration not stated) | 2.2 | -23 | -9 | 7 | -7 | 0 | 0.2 | 2 | 1
CCc1nc2ccc(C(=O)NC3CCN(Cc4ccccc4)CC3)cn2c1N(C)Cc1cc2ccccc2s1 | x | x | x | 19 | 35 | -6 | x | -8 | 12
OC[C@H]1O[C@@H](n2cnc3c(NCc4ccco4)ncnc32)[C@H](O)[C@@H]1O | x | x | x | 0 | -5 | 35* | x | -15 | -14
Cc1ccc(C(=O)N2CCN(c3ncccn3)CC2)o1 | 0.0 | -15 | -1 | 2 | 2 | -4 | 0.2 | 2 | -3
CCCn1c(=N)c(S(=O)(=O)c2ccccc2)cc2c(=O)n3ccccc3nc21 | 0.1 | -27 | 5 | -1 | -14 | -7 | -2.9 | 7 | -22
CCCCC[C@@H]1C=C(C(=O)O)[C@H](c2ccc(OC)c(OC)c2)N1S(=O)(=O)c1ccc(C)cc1 | 1.0 | -18 | -3 | -1 | -5 | -2 | -0.6 | 11 | -16
